CaV13 ICDI inh: Disruptors of the CACNA1D IQ motif to Ca2+-dependent inactivation inhibitor domain association, primary screening, Förster resonance energy transfer in intact living …; HEK cells, CFP/YFP FRET ICDI-IQ, plate reader, 10 min; percent FRET-ratio fall versus neutral wells; inhibition, % at 12.3 µM; hit rate 0.098% among 340,000;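 active = mean replicate inhibition of at least 30% and at least 1% of replicates passing that level; inconclusive = only one of the two criteria is met; inactive = neither criterion is met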;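 note: 0% = median of the neutral control wells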
H9c2 protect: cardioprotection against H2O2-induced cell death, primary screen, uHTS, H9c2 cells, ATPLite luminescence | H9c2 cardiomyocytes, H2O2 injury protection, 2 h | protection from H2O2 cell death, % at 20 µM | hit rate 0.63% among 360,000;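 active = compounds giving at least 50% protection of heart cells from peroxide-induced death in the single-dose screen, raw or plate-pattern-corrected value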;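 note: 0% = DMSO wells with peroxide and 100% = DMSO wells without peroxide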
HTR2A ag: mouse Htr2a agonists via beta-arrestin recruitment, primary screen, cell-based, luminescence | CHO-K1 mHTR2A beta-arrestin complementation; percent of 30 µM serotonin response | 5-hydroxytryptamine receptor 2A (Mus musculus), P35363 | activation, % at 7.6 µM | AID 624169, 2012 | hit rate 0.66% among 360,000;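 active = activation above a run cutoff, the mean activation of all tested compounds plus 3 SD, cut at about 14% in these data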;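 note: 0% = plate median of compound wells and 100% = 30 µM serotonin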
Glyco luc inh: increase of ERlucT glycosylation luciferase signal, primary screen, N-linked glycosylation inhibitor project, D54 ERlucT cells, luminescence, set 2; reporter increase, % at 12.5 µM; AID 588692, 2011; D54 ERlucT glycosylation luciferase reporter, 24 h; percent of 100 nM tunicamycin response; hit rate 0.23% among 360,000;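 active = mean luciferase reporter signal, scaled so untreated is 0 and the glycosylation-blocking control 100, at or above a set limit in every replicate; inconclusive = mean reaches the limit but not every replicate does; inactive = mean below the limit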;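 note: luciferase carries N-glycosylation sites so blocking glycosylation raises the light; 0% = median of neutral control wells and 100% = median of 100 nM tunicamycin wells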
MC4R barr agon: MC4R agonists recruiting beta-arrestin, primary screen, cell-based, luminescence, agonist arm of biased-ligand search. Melanocortin receptor 4 (Homo sapiens), P32245. U2OS MC4R beta-arrestin complementation; percent of melanotan II response, DMSO zero. activation, % at 8.9 µM. hit rate 0.98% among 360,000. AID 540308, 2011;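 active = activation above a per-plate cutoff, the mean activation of sample wells on that plate plus 3 SD, cut at about 8% in these data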
MC4R antag cAMP: MC4R antagonists of cAMP signaling, primary screen, cell-based, TR-FRET, antagonist arm of biased-ligand search | AID 540295, 2011 | Melanocortin receptor 4 (Homo sapiens), P32245 | hit rate 0.48% among 360,000 | inhibition, % at 6.5 µM | MC4R-expressing cells, MTII-stimulated cAMP, LANCE TR-FRET;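 active = inhibition above its plate's cutoff, the mean of tested wells on that plate plus 3 SD, cut at about 29% in these data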;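 note: 0% = Melanotan II alone and 100% = Melanotan II plus saturating MCL0020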
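System – human MC4R-expressing U2OS cells · Also added – Melanotan II · Dosing – one concentration, 6.5 µM nominal · Timing – 30-min compound, 1-h challenge, 1-h detection, room temperature · Measured by – Eu-cAMP/anti-cAMP TR-FRET, emission 671 nm · Replicates – singlicate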
ABCB6 inh MLPCN: ABCB6 transporter inhibitors, primary screen, K562-ABCB6 cells, flow cytometry, MLPCN library | ATP-binding cassette sub-family B member 6 (Homo sapiens), Q9NP58 | K562-ABCB6 porphyrin accumulation, 1 h; active compounds read low | hit rate 0.19% among 360,000 | fluorescence ratio to DMSO, % at 10 µM | AID 602162, 2011;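 active = fluorescence ratio to DMSO below 75%, the collection mean minus 3 SD; inconclusive = too few cells collected in the well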;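 note: signal is porphyrin accumulated inside mitochondria; 100% equals median channel fluorescence of DMSO control wells; lower ratio means ABCB6 inhibition with less porphyrin fluorescence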
Target sequence (Q9NP58 whole entry, looked up): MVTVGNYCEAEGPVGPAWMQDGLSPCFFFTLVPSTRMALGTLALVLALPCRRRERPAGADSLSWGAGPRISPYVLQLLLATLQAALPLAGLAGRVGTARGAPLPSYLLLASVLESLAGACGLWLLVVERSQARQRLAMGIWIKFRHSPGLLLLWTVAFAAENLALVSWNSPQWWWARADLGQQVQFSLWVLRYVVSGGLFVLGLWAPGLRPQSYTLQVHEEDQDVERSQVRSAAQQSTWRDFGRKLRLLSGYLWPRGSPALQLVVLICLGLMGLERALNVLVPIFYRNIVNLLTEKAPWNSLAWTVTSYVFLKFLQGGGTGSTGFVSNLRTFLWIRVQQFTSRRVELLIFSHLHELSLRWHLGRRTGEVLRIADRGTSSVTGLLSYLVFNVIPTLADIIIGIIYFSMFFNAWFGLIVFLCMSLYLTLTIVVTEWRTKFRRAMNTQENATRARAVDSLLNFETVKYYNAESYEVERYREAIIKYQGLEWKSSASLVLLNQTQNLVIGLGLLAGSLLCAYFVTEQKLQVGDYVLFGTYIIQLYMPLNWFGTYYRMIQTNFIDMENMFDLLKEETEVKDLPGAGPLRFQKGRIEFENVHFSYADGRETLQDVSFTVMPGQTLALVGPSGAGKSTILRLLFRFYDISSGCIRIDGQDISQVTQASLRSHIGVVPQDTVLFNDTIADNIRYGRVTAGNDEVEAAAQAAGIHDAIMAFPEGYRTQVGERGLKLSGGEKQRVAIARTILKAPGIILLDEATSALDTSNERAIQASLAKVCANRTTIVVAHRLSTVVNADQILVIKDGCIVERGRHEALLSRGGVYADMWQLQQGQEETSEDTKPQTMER
PDI inh: inhibitors of human PDI, primary screen, biochemical, turbidity, single point, plate reader. PDI insulin aggregation turbidity, A650, 90 min. hit rate 0.052% among 350,000. inhibition, % at 10 µM. Protein disulfide-isomerase (Homo sapiens), P07237. AID 588391, 2011;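 active = mean inhibition across replicates of 30% or more, whatever share of single replicates reach that level; inconclusive = mean inhibition below 30% while every single replicate reaches 30%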;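 note: absorbance from insulin aggregation driven by PDI reduction with DTT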
aDG glyco up: activators of alpha-DG glycosylation, primary screen, uHTS, Pro5-aDG cells, AlphaScreen; activation, % at 10 µM; hit rate 0.22% among 360,000; AID 624168, 2012; alpha-DG glycosylation AlphaScreen (IIH6); 0% Pro5, 100% B10-LARGE cell signal;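 active = activation of at least 8% versus controls, or a plate z-score of at least 8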;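 note: Pro5 are CHO cells carrying HIG-tagged alpha-DG that lacks glycosylation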
Vif imaging: HIV Vif self-association inhibitors, primary screen, imaging, HEK293T, single point | HEK293T cells, Vif self-association by quenched fluorescence, 24 h | inhibition, % at 7.49 µM | hit rate 0.35% among 340,000; in the data active = inhibition above about 50%, passing the limit was not always enough; inconclusive = no clear call, values can overlap the other calls; inactive = below about 31%; note: some results filed as inactive read as strong as hits
The depositor's hits bear a star; ? = inconclusive; . = not tested or not shown.

molecule	CaV13 ICDI inh	H9c2 protect	HTR2A ag	Glyco luc inh	MC4R barr agon	MC4R antag cAMP	ABCB6 inh MLPCN	PDI inh	aDG glyco up	Vif imaging
O=c1[nH][nH]c2c1[C@H](c1ccc(F)cc1)O[C@H](C1CCCCC1)C2	-5	.	2	.	.	.	99	.	0.0	.
COc1cc(C2C(C#N)=C(N)N(N(C)C)C3=C2C(=O)CCC3)cc(OC)c1OC (stereo not drawn)	-18	-3	7	0	1.7	25	102	-9	0.0	-8
CCN(CC)S(=O)(=O)c1ccc(C(=O)N2CCCCC2)cc1	-5	-1	2	1	-1.8	-2	96	-14	-0.2	-14
N#Cc1c2c(c(NCc3cccnc3)n3c1nc1ccccc13)CCC2	-3	10	1	2	-0.8	1	101	-9	-0.6	-8
CCOC(=O)c1c(NC(=S)N2CCOCC2)sc(C)c1C	-13	-2	5	0	4.5	22	95	-2	0.0	3
COc1ccc(CCC(=O)OCC(=O)Nc2ccc(C)c(S(=O)(=O)N(C)C)c2)cc1	-5	4	-2	1	2.6	26	101	-10	-0.3	-2
CC(=O)Nc1cc2c(cc1NC(=O)Cn1nc(-c3ccc(F)cc3)ccc1=O)OCCO2	-7	0	7	0	0.9	3	95	9	0.0	-1
CCCNC(=O)CN1C(=O)NC(CCSC)C1=O (stereo not drawn)	7	1	1	0	-0.5	0	105	2	0.0	18
COCCN1C[C@@H](CO)O[C@@H](n2cnc3c(NCc4ccco4)ncnc32)C1	-6	8	-1	0	-0.7	2	94	9	-0.3	-1
Cc1nc(SCC(=O)N(C)C2CCCCC2)[nH]c(=O)c1Cc1ccccc1	.	0	1	-1	-2.7	-4	102	0	0.3	3
COC(=O)c1[nH]c2ccc(F)cc2c1NC(=O)Nc1ccc(OC)cc1	-2	2	13	0	-0.3	3	98	2	-0.1	7
CC(CC(=O)N1CCN(S(=O)(=O)c2ccc(Cl)cc2)CC1)n1cncn1 (stereo not drawn)	-7	8	-2	1	-0.8	17	100	14	-0.1	22
CC1=NOC(=O)/C1=C/c1ccc(O)c(Br)c1	-20	4	1	8	-1.0	-5	95	-2	0.2	-1
O=C1C(Cl)=C(NCCc2ccccc2)C(=O)c2ccccc21	-10	-28	-3	2	-3.9	42*	103	-8	-0.3	35
CCCc1ccc(OCc2nc(-c3ccc(NC(=O)c4cccs4)cc3)no2)cc1	-4	-4	1	-2	1.0	1	98	-17	-0.5	2
O=C(Nc1cccc([N+](=O)[O-])c1)c1ccc2nsnc2c1	-10	-3	6	1	-0.8	0	94	-3	0.4	11
Cc1ccc(-n2c(C)c(C)c3c(N)ncnc32)cc1	-3	-1	.	-2	.	.	97	.	0.1	-10
O=C(NNC(=O)C12CC3CC(CC(C3)C1)C2)[C@@H]1C[C@H]1c1ccccc1	0	3	-1	1	-0.4	19	100	-5	-0.5	4
COC(=O)CN(C#N)c1nc(NCc2ccccc2)nc(OC)n1	-18	-1	5	2	-1.1	2	99	0	0.1	-2
COc1ccccc1N1CC(C(=O)Nc2ccc(S(=O)(=O)N3CCOCC3)cc2)CC1=O (stereo not drawn)	-4	2	2	2	-1.6	-5	111	0	-0.1	.
Cc1cccc(CSc2ncccc2C(=O)O)c1	-5	-4	1	2	-0.4	5	100	11	-0.1	3
O=S(=O)(Nc1ccc(Cl)nn1)c1ccccc1	2	-5	1	-1	2.0	-1	104	-1	0.3	2
CC1CCc2c(nc3ncnn3c2N2CCN(c3ccccc3F)CC2)C1 (stereo not drawn)	-6	-1	0	4	-1.6	0	94	3	0.0	.
CCOC(=O)C(C#N)=C1CCC=C(C)C1	-6	-2	-4	2	-0.1	-2	100	-3	0.4	1
CCN(CC)c1ccc(/C=C(/C#N)C(=O)NCc2ccccc2)o1	?	-9	-6	1	-1.8	-1	106	-7	-0.7	-1
CC(=O)Oc1ccc(Cl)cc1/C=C/c1ccc2ccccc2n1	-7	-13	-1	-1	4.2	2	98	0	0.1	9
O=C(NC(=S)N1CCOCC1)c1ccc([N+](=O)[O-])cc1	-2	6	1	0	0.1	4	102	-2	0.0	-7
CN(Cc1ccno1)Cc1cn(Cc2ccccc2)nc1-c1ccc2c(c1)OCO2	0	6	-3	-2	-1.8	7	98	-20	-0.4	.
O=C(CN(Cc1ccccc1)C(=O)CNS(=O)(=O)c1ccc(F)cc1)NCc1ccco1	-3	2	2	0	-1.3	1	94	-2	-0.1	9
CC(=O)c1nn(-c2cccc(Br)c2)cc1C(=O)c1ccc(Br)cc1	-4	-9	3	0	-0.7	-8	103	-5	0.1	3
O=C(c1ccco1)N(Cc1ccc([N+](=O)[O-])cc1)c1ccc(Cl)cc1	-5	0	-4	-1	-0.7	2	102	-3	0.0	3
Cc1ccnc(SCc2cn3c(C)cc(C)nc3n2)n1	-5	17	-5	2	-2.2	3	95	-5	0.2	11
CC(=O)N1CCN(S(=O)(=O)c2cccc(C(=O)Nc3ccc(OC(F)F)cc3)c2)CC1	-7	-3	-8	2	0.7	-3	100	6	-0.1	1
CSc1ccc(/C=C2/C(=N)N3N=C(CC(=O)N4CCCC4)SC3=NC2=O)cc1	-2	-2	1	0	-3.8	6	95	14	-0.3	0
O=C(O)C(Cc1ccccc1)Nc1ccc([N+](=O)[O-])cc1[N+](=O)[O-] (stereo not drawn)	-4	10	3	1	-4.0	4	109	15	0.0	19
O=C(CS(=O)(=O)c1cn(CC(=O)N2CCOCC2)c2ccccc12)NCc1ccccc1	.	5	6	1	-0.2	8	89	5	-0.2	-1
C[C@H]1O[C@@H](O[C@H]2CC[C@@]3(C)C(CC[C@]4(C)C3C=CC3=C5CC(C)(C)CC[C@]5(CO)[C@H](O)C[C@]34C)[C@]2(C)CO)[C@H](O)[C@@H](O[C@@H]2O[C@H](CO)[C@@H](O)[C@H](O)[C@H]2O)[C@H]1O (stereo partly drawn)	-4	4	2	1	0.2	7	98	5	0.3	-2
CCOC(=O)C1=C[C@@H](C(C)C)N(S(=O)(=O)c2ccc(C)cc2)[C@H]1c1ccccc1F	-6	-7	-3	-6	.	.	95	.	0.0	.
O=[N+]([O-])c1ccc(NC(=S)N2CCc3ccccc32)cc1	.	-10	-2	-2	-4.0	8	100	1	0.2	-10
O=C(Nc1cccc(C(F)(F)F)c1)Nc1ccon1	.	1	-2	-2	0.8	-8	103	-6	-0.1	1
C=CCNC(=O)CSc1nc2sccc2c(=O)n1-c1ccccc1	-4	-4	-5	1	1.0	4	94	5	0.0	11
COC(=O)c1c(NC(=O)c2ccccc2[N+](=O)[O-])sc2c1CC(C)(C)NC2(C)C	-3	19	0	0	0.3	-4	108	-3	0.3	-4
CCOC(=O)C1=C(COC(=O)c2cccnc2SC)NC(=O)NC1C (stereo not drawn)	-5	6	0	2	-2.2	11	95	10	-0.2	-2
CC1CCN(c2ccc(-c3ccc(NC(=O)C(F)(F)F)cc3)nn2)CC1	.	-11	-3	-17	1.6	15	95	-7	0.0	-5
Cc1ccc(OCCC(=O)OCC(=O)Nc2cc(S(=O)(=O)N(C)C)ccc2C)cc1	10	-14	-6	0	-3.3	6	243	-5	0.0	4
CCOC(=O)N(C)C[C@H]1OCc2cnnn2CCCC(=O)N([C@@H](C)CO)C[C@@H]1C	-7	-12	-4	0	0.7	18	105	-2	1.4	.
CN(C)S(=O)(=O)c1ccc(NC(=O)c2ccncc2)cc1	-5	-5	3	1	-1.4	1	95	9	-0.4	7
CCN1CCCC1CNC(=O)Cn1cnc2ccc(S(=O)(=O)N3CCC(C)CC3)cc2c1=O (stereo not drawn)	-5	1	-3	1	-2.8	2	102	-14	-0.2	4
O=C(COC(=O)[C@@H]1CC(O)CN1S(=O)(=O)c1ccc2c(c1)OCCO2)Nc1cc(F)ccc1F (stereo partly drawn)	-6	0	-4	1	-1.8	16	92	1	0.1	-2
CCN(C(=O)CSc1nc(C)nc2sc(C)c(C)c12)c1ccc(F)cc1	-5	-14	11	-3	-4.5	-2	97	-6	0.9	-3
COC(=O)c1ccccc1NC(=O)CN(Cc1ccccc1)S(C)(=O)=O	-5	0	5	1	1.8	5	100	1	0.0	5
CC1CC(C)CN(C(=O)COC(=O)C2CCN(S(=O)(=O)c3ccc4c(c3)OCCO4)CC2)C1 (stereo not drawn)	-2	2	2	2	1.2	5	84	5	0.0	6

High-throughput results as filed in PubChem BioAssay.

The order is random; overall some 3.6% were active at least once.
